Screening results from PubChem BioAssay.
GRK2 aptamer HTS – inhibitors of human GRK2 displacing RNA aptamer; AID 488847; P25098; bead flow cytometry, FAM-aptamer displacement from GRK2; actives 0.59% (n = 330,000); inhibition of aptamer binding, % at 10 µM;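 active = inhibition of aptamer binding above 40%, roughly 3 SD of noise, on plates passing a quality check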;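 note: median bead fluorescence of bound FAM aptamer so fluorescent compounds give negative values; no value below 0 was filed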
Target sequence (P25098 whole entry, looked up): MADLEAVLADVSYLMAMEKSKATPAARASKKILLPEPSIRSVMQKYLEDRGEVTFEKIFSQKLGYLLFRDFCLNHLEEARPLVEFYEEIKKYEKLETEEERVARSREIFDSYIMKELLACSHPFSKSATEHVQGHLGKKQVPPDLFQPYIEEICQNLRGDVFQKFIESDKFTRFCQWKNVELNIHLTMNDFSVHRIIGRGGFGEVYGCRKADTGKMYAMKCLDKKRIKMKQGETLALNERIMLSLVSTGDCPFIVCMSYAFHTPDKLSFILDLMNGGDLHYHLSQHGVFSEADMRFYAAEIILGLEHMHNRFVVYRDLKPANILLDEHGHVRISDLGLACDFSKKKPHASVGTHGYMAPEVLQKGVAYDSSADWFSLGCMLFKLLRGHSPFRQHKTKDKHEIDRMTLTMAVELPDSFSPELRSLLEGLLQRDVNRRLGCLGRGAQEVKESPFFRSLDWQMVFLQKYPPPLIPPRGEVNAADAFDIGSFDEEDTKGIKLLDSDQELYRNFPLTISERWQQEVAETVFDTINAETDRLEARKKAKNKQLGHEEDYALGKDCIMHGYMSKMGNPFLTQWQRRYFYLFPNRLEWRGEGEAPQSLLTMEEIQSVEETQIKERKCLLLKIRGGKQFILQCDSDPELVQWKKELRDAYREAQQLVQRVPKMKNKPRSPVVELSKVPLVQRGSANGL
Efflux pump inh – antifungal efflux pump inhibition, Nile Red retention; inhibition, % at 10 µM; S. cerevisiae Candida pump triplex; actives 0.44% (n = 330,000);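 active = plate passing quality check with inhibition over a set limit, or well fluorescence over plate mean plus 4 SD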;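 note: Nile Red retained in pooled yeast measured as flow cytometry median fluorescence; 0% = buffer negative control and 100% = Enniatin B positive control; higher means more Nile Red kept so more efflux inhibition; some compounds called inactive have numbers as strong as hits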
PME-1 inh – PME-1 (human) inhibition. Q9Y570. recombinant PME-1, FP-Rh probe fluorescence polarization. inhibition, % at 5.9 µM. actives 0.53% (n = 320,000);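 active = inhibition above the campaign mean of all compounds plus 3 SD, cut at about 26% in these data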;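 note: competitive labeling of PME-1 active site by serine hydrolase directed probe; 0% = PME-1 with DMSO and 100% = wells lacking PME-1 enzyme; inhibitors block probe labeling so polarization falls and inhibition rises; many of its hits are not listed in these tables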
MEX-5 binding – C. elegans MEX-5 TCR-2 RNA binding activity. Q9XUB2. MEX-5/FITC-TCR2 RNA binding, fluorescence polarization; stronger effect = lower value. activity score (negative = inhibition of binding), % at 10 µM. actives 0.38% (n = 300,000);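 active = inhibition past about -25% in most replicates, and total fluorescence under double the plate's negative control median, limit read from the data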;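 note: 0% = DMSO and -100% = 5 µM competing unlabeled TCR2 RNA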
Bcl-xL primary – blocks human Bcl-xL binding to Bim BH3 peptide. Q07817. GST-Bcl-xL / FITC-Bim BH3 peptide fluorescence polarization. inhibition, % at 10.9 µM. actives 0.7% (n = 320,000). AID 2129;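 active = inhibition above the mean of all tested compounds plus 3 SD, cutoff set per campaign, cut at about 30% in these data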;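 note: 0% = DMSO wells and 100% = unlabeled Bim-BH3 peptide competitor; inhibitors lower millipolarization by displacing the labeled peptide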
Target sequence (Q07817 whole entry, looked up): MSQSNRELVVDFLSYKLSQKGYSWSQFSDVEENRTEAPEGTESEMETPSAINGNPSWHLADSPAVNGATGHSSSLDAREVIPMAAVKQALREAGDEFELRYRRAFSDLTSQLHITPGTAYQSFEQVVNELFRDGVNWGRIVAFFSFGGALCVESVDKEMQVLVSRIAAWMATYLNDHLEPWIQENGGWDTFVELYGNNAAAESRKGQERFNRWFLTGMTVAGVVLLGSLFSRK
GLD-1 TGE inh – GLD-1-TGE RNA interaction inhibition (C. elegans). Q17339. purified GLD-1 + fluorescein TGE RNA, fluorescence polarization. inhibition, % at 5.96 µM. actives 0.44% (n = 320,000);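 active = percent inhibition above a per-plate cutoff, the plate mean of test compounds plus 3 SD, cut at about 30% in these data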;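 note: 0% = DMSO wells with GLD-1 and probe and 100% = wells lacking GLD-1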
Fam108B counter – blocks mouse Fam108B hydrolase in RBBP9 counter-screen. recombinant Fam108B, FP-Rh probe fluorescence polarization. inhibition, % at 9.51 µM. actives 0.33% (n = 300,000). AID 1947;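 active = inhibition above the screen mean inhibition plus 3 SD, computed separately per campaign, cut at about 18% in these data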;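 note: inhibitors lower polarization as less probe binds the enzyme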
MCL1-BIM inh – inhibitors of human MCL1 binding to BIM-BH3 peptide. GST-MCL1 / FITC-Bim-BH3 fluorescence polarization. inhibition, % at 10.9 µM. Q07820. AID 2057. actives 0.68% (n = 320,000);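 active = inhibition above the mean inhibition of all tested compounds plus 3 SD, set per campaign, cut at about 40% in these data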;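 note: 0% = DMSO wells and 100% = unlabeled Bim-BH3 peptide control; higher means more loss of mP so more displacement of Bim peptide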
VLA-4 inh – inhibition in a human VLA-4 binding assay. P13612. VLA-4 expressing cells, ligand binding flow cytometry. inhibition, % (about 7 µM as worked out from the volumes in the protocol). actives 0.2% (n = 330,000). AID 2557; in the data active = inhibition above about 50%
Active calls of the source: *; / = not tested or not shown. Only part of the results is shown, so the mix of outcomes need not match the whole.

SMILES | GRK2 aptamer HTS | Efflux pump inh | PME-1 inh | MEX-5 binding | Bcl-xL primary | GLD-1 TGE inh | Fam108B counter | MCL1-BIM inh | VLA-4 inh
O=C(Nc1cc(Cl)ccc1N1CCOCC1)c1ccc2c(c1)OCCO2 | 1 | 0.6 | -2 | -0.4 | 0 | 7 | -7 | 1 | 22
COc1cccc2sc(=NC(=O)CCS(=O)(=O)c3ccc(C)cc3)n(C)c12 | 2 | 0.1 | -1 | -1.9 | 1 | 3 | -1 | 5 | 10
O=C1C2C3C=CC(CC3)C2C(=O)N1c1ccc(Br)cc1[N+](=O)[O-] (stereo not given) | 4 | 0.0 | 3 | 0.5 | 1 | -4 | 0 | -1 | -4
O=C(CN1CCN(c2nc(-c3ccc(Cl)cc3)cs2)CC1)NCc1ccco1 | 0 | 0.8 | 0 | 0.3 | -10 | -5 | 2 | -24 | -7
N#CCSc1nc2ccccc2c(=O)n1C1CCCCC1 | 0 | -0.1 | -4 | 1.0 | 1 | 1 | 2 | 3 | 16
Cc1cccc2cc(CN(Cc3cccnc3)C(=O)c3ccncc3)c(=O)[nH]c12 | 4 | 0.1 | 3 | 0.6 | 3 | 3 | 1 | 2 | 12
CCOc1ccccc1C1C(C#N)=C(N)Oc2cc(N)ccc21 (stereo not given) | 97* | -0.1 | 10 | -0.6 | 7 | 4 | -2 | 4 | 7
NC(=O)C1=C[C@@H](c2csc3ccccc23)C[C@@H](OCCCCO)O1 | 1 | -0.2 | 1 | -1.1 | 3 | -3 | -1 | 6 | -8
Cc1nn(C)cc1S(=O)(=O)Nc1ncccn1 | 3 | 0.1 | 4 | -2.2 | 3 | 3 | 2 | 4 | 24
CN(C)CCn1c(=N)n(CC(O)c2ccc(Cl)c(Cl)c2)c2ccccc21 (stereo not given) | 0 | 0.0 | -3 | -0.2 | 0 | -4 | -1 | -1 | 7
CCOc1ccc(CNC(=O)c2ccc(Sc3ccc(C)cc3)c(NC(C)=O)c2)cc1 | 0 | 0.1 | -5 | -0.5 | 6 | 4 | -2 | 10 | 5
O=C(O)c1cc2nccc(-c3ccco3)n2n1 | 6 | -0.1 | 7 | -5.3 | 10 | 6 | 2 | 3 | 6
O=C(Nc1cccc(Cl)c1)C1C2CCC3C(CCC21)C3(Cl)Cl (stereo not given) | 0 | -0.1 | -28 | 0.9 | 5 | 11 | -22 | 3 | /
Cn1c2ccccc2c(=O)c2cc(C#CC3=CCCCC3)ccc21 | 4 | 0.0 | -12 | / | 22 | 6 | / | 22 | 14
Cc1ncn(C23CC4CC(CC(C4)C2)C3)n1 | 0 | 0.2 | 6 | 1.1 | 1 | 1 | -2 | 2 | 17
Cc1cc(C)c(C(=O)N2CCC(N3CCC(C(=O)NC(C)C)CC3)CC2)o1 | 0 | 0.0 | -10 | 1.4 | 8 | 5 | -4 | 8 | 6
CC1=[N+]([O-])C(C)(C)N(O)C1(C)C | 0 | 0.0 | 4 | -2.9 | -3 | 2 | 4 | 5 | 4
CC(=O)c1cccc(NC(=O)NC2CCCc3ccccc32)c1 (stereo not given) | 0 | -0.1 | -6 | 2.1 | 0 | 7 | 2 | -6 | 19
O=C1COc2ccc(C(=O)COC(=O)CCc3ccc(S(=O)(=O)N4CCOCC4)cc3)cc2N1 | 0 | 0.0 | 5 | -1.9 | 4 | 1 | -3 | 4 | 11
CCCOc1ccc(-c2nc(OCC)c3ccccc3n2)cc1 | 2 | 0.0 | -6 | 0.8 | -3 | 1 | -5 | -5 | 29

Ordered by value in VLA-4 inh (smallest number first): some entries from above.
canonical_smiles | GRK2 aptamer HTS | Efflux pump inh | PME-1 inh | MEX-5 binding | Bcl-xL primary | GLD-1 TGE inh | MCL1-BIM inh | VLA-4 inh
O=C1C2C3C=CC(CC3)C2C(=O)N1c1ccc(Br)cc1[N+](=O)[O-] (stereo not given) | 4 | 0.0 | 3 | 0.5 | 1 | -4 | -1 | -4
Cn1c2ccccc2c(=O)c2cc(C#CC3=CCCCC3)ccc21 | 4 | 0.0 | -12 | / | 22 | 6 | 22 | 14
Cc1nn(C)cc1S(=O)(=O)Nc1ncccn1 | 3 | 0.1 | 4 | -2.2 | 3 | 3 | 4 | 24

Back to the main list with the two entries that preceded the break.
SMILES | GRK2 aptamer HTS | Efflux pump inh | PME-1 inh | MEX-5 binding | Bcl-xL primary | GLD-1 TGE inh | Fam108B counter | MCL1-BIM inh | VLA-4 inh
O=C1COc2ccc(C(=O)COC(=O)CCc3ccc(S(=O)(=O)N4CCOCC4)cc3)cc2N1 | 0 | 0.0 | 5 | -1.9 | 4 | 1 | -3 | 4 | 11
CCCOc1ccc(-c2nc(OCC)c3ccccc3n2)cc1 | 2 | 0.0 | -6 | 0.8 | -3 | 1 | -5 | -5 | 29
CC(=O)OCC1OC(OCc2cn(C[C@H]3CC[C@H](Cn4cc(COC5OC(COC(C)=O)C(OC(C)=O)C(OC(C)=O)C5OC(C)=O)nn4)O3)nn2)C(OC(C)=O)C(OC(C)=O)C1OC(C)=O (stereo not given in full) | 2 | 0.0 | 0 | 0.6 | 6 | -3 | -2 | 4 | -2
COCCn1c(-c2ccccc2)cnc1N | 0 | 0.1 | 8 | -1.0 | 4 | -1 | -2 | 4 | 25
CCCCN1C(=O)C(=O)N(CC(=O)c2cc(C)n(-c3cc(C)on3)c2C)C1=O | 0 | 0.0 | -5 | / | -1 | 8 | / | 3 | 14
CCOn1c(=O)c(=O)n(O)c2ccccc21 | 0 | -0.2 | -4 | -1.6 | 7 | 2 | 2 | 4 | 8
N#Cc1c(Nc2ccc(Cl)cc2)s[nH]c1=O | 4 | -0.2 | -2 | -2.9 | -10 | 0 | -1 | -1 | -15
CC(=O)Nc1ccccc1NC(=O)C/C(C)=N/NC(=O)Cc1cccc2ccccc12 | 0 | -0.3 | 3 | 1.7 | 5 | 3 | -1 | 9 | 2
c1ccc(Oc2nc(NCc3ccco3)nc(NCc3ccco3)n2)cc1 | 0 | 0.0 | -11 | -1.5 | 1 | 5 | 0 | 3 | -11
O=C(CN1CCN(Cc2ccccc2)CC1)NNC(=O)c1ccc(Cl)cc1 | 0 | 0.3 | -1 | 1.1 | -7 | -1 | -5 | -4 | -1
O=C(NNC(=O)c1ccccc1F)c1ccc(-n2cncn2)c([N+](=O)[O-])c1 | 2 | 0.1 | 5 | -1.2 | 2 | 6 | -2 | -5 | 0
Cc1cccc(CCN=C(N)NS(=O)(=O)c2ccccc2)c1 | 1 | 0.0 | -10 | -5.2 | -3 | -4 | -1 | 7 | 1
COc1ccc(N2C(=O)NC3CC2(C)Oc2ccc(Br)cc23)cc1OC (stereo not given) | 0 | 0.3 | 1 | 0.8 | 5 | -5 | -5 | 5 | -7
CS(=O)(=O)n1nc(-c2ccc(Cl)cc2)nc1N | 0 | -0.2 | 0 | -0.5 | 0 | -5 | 2 | 4 | 6
O=C(c1cccc(Cl)c1)N1CCCc2ccccc21 | 1 | -0.1 | -4 | 0.2 | 5 | 4 | -1 | 1 | 2
CCC(C)N(CC(=O)Nc1cccc(C)c1C)C(=O)CCl (stereo not given) | 1 | -0.1 | -4 | 2.4 | 9 | -6 | 3 | 7 | -3
CCn1c(CNC(=O)c2ccco2)nnc1SCC(=O)Nc1cc(C(F)(F)F)ccc1Cl | 3 | -0.5 | -2 | -2.1 | 2 | 5 | -1 | -4 | 0
Cc1ccccc1NC(=O)c1cccc(NC(=O)c2c(C(=O)O)cccc2[N+](=O)[O-])c1 | 2 | 0.0 | 2 | 1.2 | 5 | 3 | 3 | -1 | -1
CN(C)c1ccc(/C=N/OC(=O)Nc2ccccc2)cc1 | 3 | 0.2 | 6 | -0.2 | 1 | -3 | 0 | -6 | -2
Cc1cccc(C)c1NC(=O)CN(C)C(=O)c1ccc(N2C(=O)CCC2=O)cc1 | 1 | -0.1 | -2 | 1.4 | -4 | -7 | 8 | -5 | 10
C/C(=N\NC(=O)c1cccc(Cl)c1)C1C(=O)c2ccccc2C1=O | 1 | 13* | 4 | -6.3 | 6 | 10 | 31* | 11 | -1
O=C(Nc1ncccn1)C1CCCN1S(=O)(=O)c1ccc(Cl)c(Cl)c1 (stereo not given) | 2 | 0.0 | 4 | 1.0 | -4 | 4 | -2 | 2 | 6
CCOC(=O)c1cc(NC(=O)OC)c(C)nc1C | 4 | -0.1 | -2 | -0.2 | 0 | 7 | 2 | -5 | 6
C/C(=N/NC(=O)c1ccccc1)C(=O)O | 0 | 0.0 | 4 | -0.2 | 3 | -8 | 5 | 12 | 1
COc1ccccc1C(=O)N/C(=C/c1ccco1)C(=O)Nc1cccc(C(=O)O)c1 | 4 | -0.2 | -7 | -5.9 | 31* | 14 | -4 | 29 | -5
Cc1ccc(N(C(=O)CS(=O)CC(=O)Nc2ccc(F)cc2)C(C)C(=O)NC(C)(C)C)cc1 (stereo not given) | 0 | 0.0 | -3 | -0.6 | -5 | 3 | 0 | -19 | -4
Cc1ccc(Oc2ccc(OCC(=O)OC3CCS(=O)(=O)C3)cc2)cc1 (stereo not given) | 0 | 0.0 | -5 | 1.1 | 3 | 2 | -2 | 9 | -9
O=C(Nc1ccc2nc(-c3ccco3)[nH]c2c1)c1cccs1 | 2 | 0.0 | 7 | 0.3 | 4 | 1 | -2 | 1 | 9
CC(C)(C)OC(=O)N[C@@H](Cc1ccccc1)C(=O)N1CCC(C(=O)O)CC1 | 1 | 0.3 | 2 | -0.7 | -4 | -3 | -4 | -17 | -11
COc1cc2sc(C)nc2c2sccc12 | 1 | -0.1 | -5 | 2.4 | 5 | 7 | 1 | 7 | -1
COC(=O)[C@]1(Cc2ccccc2)N[C@H](CN(C)S(=O)(=O)c2ccc(F)cc2)[C@@H]2C(=O)N(Cc3ccccc3)C(=O)[C@@H]21 | 0 | -0.2 | / | / | / | -4 | / | / | -20
O=C(CSc1nnnn1-c1ccccc1)Nc1ncc2c(n1)CC(c1ccco1)CC2=O (stereo not given) | 0 | -0.1 | -2 | 0.5 | 9 | 4 | 5 | 9 | 6
O=C(N/N=C/c1ccccc1OCc1ccccc1)c1cccnc1 | 0 | -0.1 | -1 | -2.9 | 1 | 8 | 2 | 2 | -15
Cc1nc(NCc2ccc3c(c2)OCO3)c2nnn(Cc3ccccc3)c2n1 | 4 | 0.1 | 3 | 1.9 | 2 | 5 | -1 | -6 | 12
COc1ccc(-n2c(COc3cccc4ccccc34)nnc2SCC(=O)NCc2ccco2)cc1 | 2 | -0.1 | -2 | 0.4 | -2 | 4 | -5 | -5 | 9
Cc1nn(-c2ccccc2)c(Cl)c1/C=C(\C#N)C(=O)NC(C)C | 1 | -2.4 | -3 | -6.4 | 2 | 3 | 1 | 5 | 13
Cc1noc(C)c1NC(=O)Nc1ccc2c(c1)CC(=O)N([C@@H](C)CO)C[C@@H](C)[C@@H](CN(C)C(=O)Nc1cccc3ccccc13)O2 | 0 | -0.1 | / | / | / | 4 | / | / | 15
